Compound activity: PubChem BioAssay, National Center for Advancing Translational Sciences (NCATS)
Tau fluor cs = counter-screen for tau fibril formation inhibitors. tau K18 P301L Alexa594 fluorescence, heparin fibrillization. Potency, µM (series often up to 57.7 µM), for the others: at the highest dose activity change, negative = decrease. 280,000 tested, 0.93% active. AID 1463; further: on the % scale 0 is the no-effect control and ±100 the full control effect; nearly all actives have a fitted effect of over 55% in size
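Human tau K18 P301L (15 uM unlabeled, 0.24 uM Alexa 594-labeled) in 100 mM sodium acetate pH 7 with 20 uM heparin, 6 hr at 37 C. ThT 30 uM added, 1 hr ambient; Alexa 594 FP and total fluorescence read at 555/632 nm.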
ALDH1A1 inh = blocks purified human ALDH1A1 activity; Potency, µM (doses to about 75.3 µM), for the others: at the highest dose activity, negative = inhibition, usual class: inhibitors; 220,000 tested, 7.3% active; Purified ALDH1A1, NADH fluorescence, propionaldehyde substrate; P00352; AID 1030; active means well fitted inhibition curve with a large enough effect, not every such curve was filed as active; inconclusive means small, poorly fitted or top-dose-only effect, or another doubt; inactive means no such curve, though single readings can be large or run the other way;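 further: plate controls were no enzyme wells and a reference inhibitor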
Target sequence (P00352 whole entry, looked up): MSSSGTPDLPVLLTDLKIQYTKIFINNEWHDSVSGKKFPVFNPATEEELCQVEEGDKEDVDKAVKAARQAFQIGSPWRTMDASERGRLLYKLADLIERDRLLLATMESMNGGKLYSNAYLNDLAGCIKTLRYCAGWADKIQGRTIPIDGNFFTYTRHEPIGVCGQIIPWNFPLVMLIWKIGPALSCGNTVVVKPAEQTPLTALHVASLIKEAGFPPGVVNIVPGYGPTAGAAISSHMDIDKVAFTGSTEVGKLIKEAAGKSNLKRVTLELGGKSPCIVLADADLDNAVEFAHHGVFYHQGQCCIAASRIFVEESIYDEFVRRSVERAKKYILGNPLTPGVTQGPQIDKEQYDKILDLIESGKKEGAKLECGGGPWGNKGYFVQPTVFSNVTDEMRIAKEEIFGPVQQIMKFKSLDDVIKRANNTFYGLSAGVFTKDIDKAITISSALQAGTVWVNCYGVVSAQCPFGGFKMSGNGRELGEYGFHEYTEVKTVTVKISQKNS
GLA spleen mod = inhibitors or activators of human alpha-galactosidase in spleen homogenate; P06280; human spleen homogenate, 4MU-alpha-Gal fluorescence, 40 min; Potency, µM (highest dose often 80 µM), for inactives: at the top dose activity change, negative = inhibition, hits mostly inhibitors; 240,000 tested, 0.008% active; AID 2107;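 further: 0% = enzyme with vehicle and -100% = no enzyme basal signal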
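qHTS titration in buffer at pH 5.0. Alpha-galactosidase activity in spleen homogenate was measured via 4-methylumbelliferone release from 1 mM fluorogenic substrate after 40 min at 37C and a pH 10 stop. AC50 came from Hill fits of control-normalized data.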
GAA glycogen = GAA glycogen-cleavage inhibition or activation; 300,000 tested, 0.38% active; AID 2100; recombinant GAA, glycogen substrate, Amplex Red glucose oxidase fluorescence; Potency, µM (top dose mostly 76.4 µM), inactives show top-dose activity change, negative = inhibition, most hits filed as inhibitors;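 further: 0% = full enzyme reaction and -100% = no-enzyme basal signal; the screen sought inhibitors and activators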
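Natural-substrate format: glycogen cleavage by 4 nM human enzyme, glucose read by Amplex Red coupling (Ex 573, Em 610 nm). Normalized to enzyme and no-enzyme controls.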
GAA spleen mod = inhibits or activates alpha-glucosidase in human spleen homogenate | P10253 | human spleen homogenate, 4-MU-alpha-glucoside fluorescence | Potency, µM (titrated, usually from 79.9 µM), without a hit: top-dose activity change, negative = inhibition, most hits filed as inhibitors | 240,000 tested, 0.006% active | AID 2112;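 further: 0% = enzyme with vehicle and -100% = no enzyme basal signal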
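Human spleen homogenate (1 ug) incubated with compounds and 1 mM 4-methylumbelliferyl-alpha-D-glucopyranoside in pH 5.0 citrate/phosphate buffer, 37 C, 40 min. Stopped at pH 10; 4-MU fluorescence (Ex 365/Em 440 nm); AC50 by Hill fit.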
NPSR antag = blocks cAMP signaling of the human neuropeptide S receptor; CHO-NPSR cells, cAMP TR-FRET, antagonist mode; 220,000 tested, 1% active; Q6W5P4; Potency, µM (titrated, usually from 38.3 µM), for the others: at the top dose activity change, negative = inhibition, most hits filed as inhibitors; AID 1461; further: on the % scale 0 is the no-effect control and ±100 the full control effect; nearly all actives have a fitted effect of over 50% in size; many of its hits are not listed in these tables
Target sequence (Q6W5P4 whole entry, looked up): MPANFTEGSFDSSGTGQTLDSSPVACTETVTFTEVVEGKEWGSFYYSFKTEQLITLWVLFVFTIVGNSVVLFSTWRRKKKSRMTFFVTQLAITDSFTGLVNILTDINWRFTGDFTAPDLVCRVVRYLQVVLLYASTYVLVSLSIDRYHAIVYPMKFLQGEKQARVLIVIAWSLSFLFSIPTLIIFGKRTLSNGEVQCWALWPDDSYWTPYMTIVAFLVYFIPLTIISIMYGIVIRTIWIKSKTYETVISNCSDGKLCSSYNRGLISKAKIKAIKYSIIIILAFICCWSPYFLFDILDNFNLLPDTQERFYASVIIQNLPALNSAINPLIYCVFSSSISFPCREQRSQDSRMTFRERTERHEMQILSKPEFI
GAA inh = blocks human lysosomal alpha-glucosidase | Potency, µM (top dose mostly 76.9 µM), for the others: at the highest dose activity change, negative = inhibition, usual class: inhibitors | AID 1466 | P10253 | 200,000 tested, 0.005% active | purified human GAA, 4-MU-alpha-glucoside fluorescence;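 further: plate controls were uninhibited enzyme wells for no effect and no-enzyme background for full effect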
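Human enzyme at 4 nM with 400 uM 4-methylumbelliferyl-alpha-D-pyranoside, citrate/phosphate buffer pH 5.0, 0.005% Tween-20, 20 min at room temperature. Compounds up to 77 uM. 4-MU fluorescence (Ex 365/Em 440) read after NaOH/glycine stop; AC50 from Hill fit.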
Epigenetic reg = derepresses silenced GFP reporter in murine cells. murine LDR cells, GFP reporter derepression, 30 h. Potency, µM (top dose mostly 53.9 µM), for the others: at the top dose GFP activation, actives largely listed as activators. 280,000 tested, 0.2% active. AID 1865; further: % of control where 0% means no effect; nearly all actives have a fitted effect of over 60% in size
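Murine LDR cells bearing a silenced CMV-driven GFP reporter were exposed to compound for 30 h at 37 C. After PBS washes, GFP-positive cells (20-120 um objects) counted by laser-scanning microplate cytometry.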
Starred values were filed as active, the others as inactive; i = inactive; ? = inconclusive; nt = no result given; [ ] = remark or other dose. Unless noted, the call rests on the fitted dose curve; in most records, active means well fitted curve in the direction sought with a large enough effect; inconclusive means small, poorly fitted or top-dose-only effect, or another doubt; inactive means no such curve, though single readings can be large; an effect the other way counts as inactive or inconclusive. Potency means the concentration at half of the fitted maximal effect. Not all compounds are listed (hit frequency here may not be typical).

Value order – Tau fluor cs	ALDH1A1 inh	GLA spleen mod	GAA glycogen	GAA spleen mod	NPSR antag	GAA inh	Epigenetic reg
CCN(CC)CCN(Cc1cc2cc3c(cc2[nH]c1=O)OCO3)C(=S)NCC1CCCO1 (stereo unspecified)
→ -1%	?	14%	-3%	2%	14%	?	-7.9%
O=C(NC(n1ccc(=O)[nH]c1=O)C(Cl)(Cl)Cl)C12CC3CC(CC(C3)C1)C2 (stereo unspecified)
→ -9%	nt	-10%	2%	-4%	-16%	nt	-1.1%
O=C(NC(=S)NC1CC1)c1cccnc1
→ -2%	-10%	-15%	-2%	-11%	-2%[46.1 µM]	-5%	-2.2%
CC1(C)CC2CC(C)(CN2C(=O)c2ccccc2)C1 (stereo unspecified)
→ -7%	-6%	7%	-10%	-2%	2%	14%	0.2%
O=C(CSC1=NCCS1)Nc1cccc(F)c1
→ -8%	-8%	-13%	10%	-6%	2%	7%	-4.8%
Cc1ccc2oc(=O)c(/C=C(\O)c3sc(C)nc3C)nc2c1
→ -12%	?	2%	?	-2%	8%	-4%	2.0%
CCOC(=O)C1CCN(S(=O)(=O)c2ccc3[nH]c(=O)c(=O)[nH]c3c2)CC1
→ -2%	-9%	-5%	-4%	-1%	9%	-10%	1.1%
Cc1cccc(OCC(=O)N(Cc2cccs2)C2CCS(=O)(=O)C2)c1C (stereo unspecified)
→ 0%	?	9%	-4%	-5%	4%[46.1 µM]	-4%	0.0%
Nc1nn(-c2ccccc2)c(N)c1N=Nc1ccccc1F
→ ?	-6%	-7%	5%	-11%	-13%	?	1.1%
Cn1c(=O)c2c(nc(NC3CCCCC3)n2Cc2ccccc2)n(C)c1=O
→ -18%	-15%	8%	-1%	6%	-25%[46.1 µM]	2%	-1.0%
CC(C)(C)c1ccc(OC(=O)Cn2c(C(F)(F)F)nc3ccccc32)cc1
→ 1%	5%	5%	12%	-2%	-26%[46.1 µM]	-2%	-1.2%
O=C1OC2CCC1(c1ccccc1)C2 (stereo unspecified)
→ 2%	1%	7%	5%	-1%	25%	5%	-0.1%
Cc1onc(-c2ccccc2)c1C(=O)N1CCN(c2ncccn2)CC1
→ -9%	-7%	3%	11%	5%	-18%	8%	8.3%
Cn1nc(C(=O)OCC(=O)N2CCc3ccccc32)c2ccccc2c1=O
→ -1%	?	-12%	-17%	-5%	-8%[46.1 µM]	?	0.0%
O=C(O)[C@H]1CCCC[C@H]1C(=O)Nc1cc([N+](=O)[O-])ccc1F
→ -7%	-23%	0%	9%	-3%	4%	2%	0.0%
COc1ccc(COc2ccc(C3C(S(=O)(=O)c4ccccc4)CON3C)cc2OC)cc1 (stereo unspecified)
→ -8%	8.9µM*	0%	17%	-11%	-2%	1%	1.1%
O=C(NCc1ccccc1)Oc1cccc(Cl)c1
→ 4%	2%	2%	1%	-3%	26%[46.1 µM]	-8%	0.0%
Cc1onc(-c2ccccc2Cl)c1C(=O)NCc1ccco1
→ -5%	-8%	-3%	10%	7%	-10%[46.1 µM]	1%	0.7%
COc1cccc2cc(-c3n[nH]c(=S)n3C)oc12
→ -11%	?	-5%	14%	-5%	-27%	3%	0.0%
Cc1ccc(NC(=O)Nc2c(C)n(C)n(-c3ccccc3)c2=O)cc1C
→ -2%	-5%	11%	0%	3%	5%	-9%	-0.9%
Cc1cnc(NC(=O)CSc2nnc(C)n2N)s1
→ 2%	1%	-3%	1%	5%	6%	-1%	0.1%
O=C(CSc1nnc2ccccn12)NCCN1C(=O)CSC1=O
→ 3%	-7%	-3%	-10%	3%	2%[46.1 µM]	5%	0.9%
CCOc1nc(-c2ccccc2)ccc1-c1noc(COc2ccccc2)n1
→ -15%	?	3%	-1%	0%	-25%[46.1 µM]	-2%	0.7%
Cc1ccccc1OCC(=O)Nc1cccc(NC(=O)c2ccco2)c1
→ -16%	1%	9%	-3%	3%	-3%[46.1 µM]	12%	-1.1%
Cc1ccc2nc(NCc3ccccc3)c(C#N)cc2c1
→ nt	nt	7%	?	4%	?	nt	3.1%
CCCc1nc2ccccc2c(=O)n1-c1c(C)n(C)n(-c2ccccc2)c1=O
→ 4%	-1%	2%	6%	-6%	9%[46.1 µM]	-9%	1.5%
CCC(=O)c1cc2c(cc1NC(=O)c1ccccc1)OCCO2
→ -17%	?	6%	-1%	2%	?	4%	5.0%
NC(=NC(=O)c1ccc(OCC(F)(F)F)nc1)c1ccccc1
→ -15%	nt	-1%	-7%	2%	-16%	nt	-1.1%
Cc1nc2sc3c(c2c(=O)[nH]1)CCCCC3
→ -2%	nt	5%	6%	1%	13%	nt	-2.4%
COc1ccccc1-c1nnc(SCC(=O)OC(C)C)o1
→ 0%	0%	2%	2%	-1%	-3%[46.1 µM]	-6%	-0.3%
Cc1ccc2oc(=O)c3c4cc(O)c(O)cc4oc3c2c1
→ ?	12%	5%	nt	-6%	nt	nt	1.7%
CC(C)[C@H](NC(=O)c1ccccc1)C(=O)OCC(=O)N1CC2(C)CC1CC(C)(C)C2 (stereo partly specified)
→ -7%	0%	7%	0%	-5%	6%	2%	0.0%
CSCCC1NC2(C(=O)Nc3c(C)cc(Cl)cc32)[C@@H]2C(=O)N(C3CCCC3)C(=O)[C@H]12 (stereo partly specified)
→ -29%	?	4%	-5%	-25%	-28%[7.67 µM]	-6%	-8.2%
Cc1ccc(Cn2nnnc2CN2CCC(O)(c3ccc(F)cc3)CC2)cc1
→ -9%	?	0%	-1%	-4%	-29%[46.1 µM]	1%	3.0%
CC(=O)Nc1ccc(C(=O)OCC(=O)Nc2c(F)cccc2F)cc1
→ 4%	1%	-2%	5%	-2%	-8%	2%[15.4 µM]	4.9%
O=C(CSc1nccn1-c1ccccc1)c1ccc(Cl)cc1
→ -7%	?	-2%	-2%	-7%	-16%[46.1 µM]	11%	1.1%
NNC(=O)c1ccccc1OCc1ccccc1
→ -8%	-1%	3%	1%	2%	5%	-4%	-1.7%
O=C(Nc1ccc2c(c1)OCCO2)C1CCCN(S(=O)(=O)c2cccc3nsnc23)C1 (stereo unspecified)
→ -21%	-13%	-14%	5%	-7%	-7%[46.1 µM]	-5%	-1.0%
COc1cccc(OC)c1OCCNCCO
→ 0%	6%	1%	-4%	-25%	-4%[46.1 µM]	-3%	-1.0%
CCOc1ccc(CNn2nnnc2N)cc1
→ -3%	-8%	-4%	-9%	3%	-11%[46.1 µM]	-4%	-0.3%
CCCS(=O)(=O)N1CCC(C(=O)NCc2cccnc2)CC1
→ 2%	17%	-3%	3%	-6%	2%[46.1 µM]	3%	0.0%
COc1cc(C(=O)OCC(=O)Nc2ccc(F)cc2F)cc(OC)c1OC
→ -10%	4%	-2%	0%	-4%	?	4%	0.6%
CC(C)CCNC(=O)NC(=O)COC(=O)c1cc(S(=O)(=O)N2CCOCC2)ccc1N1CCCCC1
→ 0%	i	14%	12%	9%	?	?	-3.1%
COC(=O)N=Nc1c(O)[nH]c2ccc(Br)cc12
→ -2%	-2%	2%	2%	-2%	32%	1%	1.1%
CCN(CC)S(=O)(=O)c1cccc(NC(=O)COC(=O)/C=C/c2cccs2)c1
→ ?	nt	-3%	-1%	0%	2%	nt	1.2%
Cc1c(NC(=O)OCCNC(=O)COc2c(Cl)cccc2Cl)sc(=S)n1C
→ -15%	0%	0%	?	-4%	-9%[46.1 µM]	2%	-1.1%
O=C(OCc1ccccc1)c1cccc(-c2nnc(-c3ccccc3)o2)c1
→ -23%	?	-11%	-5%	-10%	-18%[46.1 µM]	2%	-0.9%
Cc1ccc2c(c1)-c1c(cnn1CC(=O)N(Cc1ccco1)C1CCCCC1)CO2
→ -8%	2%	-2%	-15%	-1%	-28%[46.1 µM]	-3%	-0.8%
O=C1CSC(c2cn(-c3ccccc3)nc2-c2cc3ccccc3oc2=O)N1Cc1ccco1 (stereo unspecified)
→ -23%	?	26%	?	-7%	-20%[46.1 µM]	?	0.6%
Cn1c(N)c(C(=O)COC(=O)c2cc(-c3ccccc3)nc3ccccc23)c(=O)n(C)c1=O
→ ?	-13%	1%	nt	-4%	nt	nt	0.7%
Nc1nc(CSc2ncn[nH]2)nc(Nc2ccc(F)cc2)n1
→ 6%	0%	-1%	-1%	8%	5%	-2%	3.4%
Cc1ccc(NC(=O)C(C)N2C(=O)c3ccccc3C2=O)nc1 (stereo unspecified)
→ -3%	2%	-5%	9%	0%	-4%	8%	-2.4%
CC1CCN(C(=S)NC(=O)c2cccs2)CC1
→ -7%	?	-7%	-26%	-6%	6%	-1%	0.8%
Cc1cc(C)c(NC(=O)CCCC(=O)O)c(Cl)c1
→ -1%	10%	7%	1%	-3%	11%[46.1 µM]	2%	-1.0%
COC(=O)[C@@H]1CCCN1C(=O)CCc1nnc(CCC2CCCCC2)o1
→ 7%	6%	4%	-7%	-1%	-9%	?	1.1%
COc1ccc(-c2nc(-c3ccccn3)nc(N3CCN(C)CC3)c2C#N)cc1
→ -11%	14µM*	1%	3%	0%	-27%	-11%	0.6%
Cc1nc2ccc(F)cc2cc1C(=O)Nc1cccc(Cl)c1C
→ 8%	11%	3%	11%	-2%	-39%	0%	-1.5%
Cc1ccc2nc(/C(C#N)=C/c3ccc(-c4cccc([N+](=O)[O-])c4)o3)[nH]c2c1
→ ?	?	2%	-1%	0%	-8%	4%	-1.6%
Cc1nnc(SCC(=O)Nc2sc3c(c2C#N)CCCCC3)n1N
→ -10%	22µM*	6%	1%	0%	-10%[46.1 µM]	3%	4.0%
COc1ccc(OC)c(NC(=O)c2ccc(Cl)cc2)c1
→ -15%	-9%	-7%	4%	4%	-7%	?	3.2%
COc1cc2c(cc1OC)C(C(=O)NCc1ccco1)C(c1cccs1)N(C)C2=O (stereo unspecified)
→ -3%	-1%	11%	4%	3%	-9%[46.1 µM]	-4%	2.0%
Cc1onc(-c2ccccc2)c1CNS(=O)(=O)c1ccc(F)cc1F
→ 2%	?	5%	3%	-10%	-2%	-7%	-1.3%
